IL1B secr inh: inhibitors of inflammasome signaling (IL-1 beta secretion); THP-1 LPS/ATP IL-1B secretion, AlphaLISA, 16 h; hits give low values; activity change, % at 57.5 µM; actives 4.7% (n = 360,000); in the data active = activity change below about -50%; inconclusive = mostly about -30% to -49%; also: % is scaled to controls: 0 for no effect and ±100 for the full control effect
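THP-1 cells pretreated 1 hr with compounds (up to 57.5 uM final), then stimulated with LPS (250 ng/mL final) plus ATP (1.25 mM final); secreted IL-1B measured by AlphaLISA after 16 hr, decreased signal indicating inhibition.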
KB-3-1 cytotox: kills parental KB-3-1 adenocarcinoma cells. KB-3-1 viability, CellTiter-Glo ATP luminescence, 72 h. Potency, µM (series often up to 46.1 µM), inactives show at the top dose activity change, negative = cytotoxic, actives largely listed as cytotoxic. actives 1.4% (n = 400,000); also: potency is read from the fitted curve at half-maximal effect; % is scaled to controls: 0 for no effect and ±100 for the full control effect; nearly all actives have a fitted effect of over 60% in size
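Viability of parental KB-3-1 cells, measured by CellTiter-Glo luminescence, followed a 72 h incubation at 37 °C with pinned compounds in phenol-red-free DMEM containing 10% FBS.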
SW480 rereplic: DNA re-replication induction in SW480 cells. SW480 DNA re-replication, Hoechst DNA content imaging, 48 h. Potency, µM (top dose mostly 46.1 µM), for the others: at the top dose re-replication activation, actives largely listed as activators. actives 1.8% (n = 340,000); also: potency is read from the fitted curve at half-maximal effect; % of control where 0% means no effect; nearly all actives have a fitted effect of over 55% in size
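DNA re-replication was detected as more nuclei of elevated Hoechst intensity after 48 hr exposure to compound (23 nL pinned per well of 250 cells).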
MCF10A rereplic: DNA re-replication induction in MCF 10a cells; actives 2.9% (n = 350,000); Potency, µM (series often up to 46.1 µM), without a hit: at the highest dose activity, positive = re-replication, hits mostly activators; MCF 10A DNA re-replication, Hoechst nuclear intensity, 48 h; also: potency is read from the fitted curve at half-maximal effect; % of control where 0% means no effect; nearly all actives have a fitted effect of over 50% in size
GLP1R cytotox: cytotoxicity counter-screen for GLP-1 receptor inverse agonists; HEK293 cAMP-luciferase reporter cells, luminescence, 24 h; Potency, µM (doses to about 38.3 µM), without a hit: at the highest dose activity change, negative = inhibition, most hits filed as inhibitors; actives 0.13% (n = 410,000); AID 624418;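 also: loss of luciferase light is scored as toxicity; potency is read from the fitted curve at half-maximal effect; % is scaled to controls: 0 for no effect and ±100 for the full control effect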
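Cells in DMEM/10% Nu serum/1% pen-strep, 1536-well format. Pre-incubated 12 h, dosed with 23 nL compound, incubated a further 24 h. Luciferase detection, 12 min at room temp, luminescence.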
KB-V1 cytotox: kills drug-selected multidrug resistant KB-V1 cells; actives 3.4% (n = 400,000); KB-V1 MDR cells viability, CellTiter-Glo, 72 h; Potency, µM (top dose mostly 46.1 µM), inactives show at the top dose activity change, negative = cytotoxicity, hits mostly cytotoxic; AID 1347076; also: potency is read from the fitted curve at half-maximal effect; % is scaled to controls: 0 for no effect and ±100 for the full control effect; nearly all actives have a fitted effect of over 60% in size
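Compound-treated KB-V1 multidrug-resistant cells, 72 h, 37 degrees C; viability by CellTiter-Glo. Fitted qHTS curves give the values.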
D3 ag: agonists of human D3 dopamine receptor. P35462. D3R DiscoveRx beta-arrestin cells, luminescence, 90 min. max activation, %. actives 0.58% (n = 410,000); in the data active = max activation above about 30%; also: 0% is about no effect; mostly tested at two doses, the higher about 12 µM
Target sequence (P35462 whole entry, looked up): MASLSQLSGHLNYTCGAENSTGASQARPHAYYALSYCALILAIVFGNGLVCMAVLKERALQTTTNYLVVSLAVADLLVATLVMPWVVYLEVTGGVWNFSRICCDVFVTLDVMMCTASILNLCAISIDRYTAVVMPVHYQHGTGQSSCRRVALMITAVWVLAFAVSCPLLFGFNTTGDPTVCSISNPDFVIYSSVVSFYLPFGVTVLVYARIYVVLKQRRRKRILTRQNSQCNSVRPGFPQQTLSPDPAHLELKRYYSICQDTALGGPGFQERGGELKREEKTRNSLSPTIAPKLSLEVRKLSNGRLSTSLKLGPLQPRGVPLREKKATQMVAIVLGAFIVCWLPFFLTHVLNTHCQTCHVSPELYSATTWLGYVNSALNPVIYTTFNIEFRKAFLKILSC
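Cells at 1500/well, incubated overnight, then treated with pinned compounds (dopamine as control) for 90 min at 37 degrees C. DiscoveRx reagent added for 30 - 60 minutes at room temperature; luminescence read.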
HT1080 IDH1KD tx: HT-1080 IDH1 knockdown cell toxicity (counter line); HT-1080 IDH1 knockdown viability, ATP luminescence, 48 h; Potency, µM (top dose mostly 46.1 µM), for inactives: at the highest dose activity, negative = toxicity, hits mostly cytotoxic; actives 2% (n = 360,000);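 also: potency is read from the fitted curve at half-maximal effect; 0% = DMSO wells and -100% = cell-free medium wells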
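After a 2 h attachment period, IDH1KD HT-1080 cells took pin-transferred compound for 48 h at 37 °C; ATP-based luminescence after 10 min room-temperature reagent incubation reported viability.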
HT1080NT lethal: kills 2HG-producing HT-1080-NT fibrosarcoma cells | HT-1080-NT fibrosarcoma viability, CellTiter-Glo ATP luminescence, 48 h | Potency, µM (titrated, usually from 46.1 µM), for inactives: at the top dose activity, negative = less viability, usual class: cytotoxic | actives 1.6% (n = 360,000) | AID 686970;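 also: NT is the 2HG producing partner of a matched IDH1 knockdown line; potency is read from the fitted curve at half-maximal effect; 0% = DMSO-treated cells and -100% = media-only wells without cells; nearly all actives have a fitted effect of over 55% in size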
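HT-1080-NT; 750 cells/well; 5% FBS RPMI; 48 h compound, 37 degrees C; CellTiter-Glo luminescence; curve fitting and curve-class assignment.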
Starred values were filed as active, the others as inactive; ? = inconclusive; · = no result given; & = joins results of further samples; [ ] = dose if it differs, or a comment. Unless noted, calls follow the shape of the dose curve; as a rule, active = well fitted curve in the direction sought with a large enough effect; inconclusive = small, poorly fitted or top-dose-only effect, or another doubt; inactive = no such curve, though single readings can be large; an effect the other way counts as inactive or inconclusive.

SMILES	IL1B secr inh	KB-3-1 cytotox	SW480 rereplic	MCF10A rereplic	GLP1R cytotox	KB-V1 cytotox	D3 ag	HT1080 IDH1KD tx	HT1080NT lethal
COc1ccc(C(C(=O)NCC2CCCO2)N(C(=O)Cn2nnc3ccccc32)c2ccc(NC(C)=O)cc2)cc1OC (stereo not given)	13	2%	?	0%	4%	20%	4	9%	6%
CC(C)Cn1c(=O)c2c(nc3n2CCCN3Cc2ccccc2)n(C)c1=O	-23	-15%	4%	12%	-8%	-6%	-6	-5%	-16%
COc1ccc(NC(=O)N(C)C[C@@H]2OCc3cn(nn3)CCCC(=O)N([C@H](C)CO)C[C@H]2C)c(OC)c1	10	-11%	·	·	-12%	-1%	-9	-14%	-10%
COc1cc(C(=O)O/N=C(\N)Cc2ccc([N+](=O)[O-])cc2)cc(OC)c1OC	-3	?	?	?	?	?	3	?	?
O=C(/C=C\c1ccccc1)Oc1cccc2cccnc12	0	-3%	?	?	?	0%	-6	-23%	?
O=[N+]([O-])c1cccc(/C=C/c2nc3ccc([N+](=O)[O-])cc3[nH]2)c1	-16	?	17%	?	?	-20%	-8	?	?
COCCNC(=O)c1c[nH]n2c(=O)cc(C3CCN(C(=O)OC(C)(C)C)CC3)nc12	-11	6%	-4%	6%	5%	-2%	0	16%	15%
CCN1C(=NCc2cc(OC)c(OC)c(OC)c2)N[C@@H](c2ccccc2)C(C(=O)OC)=C1C	-13	-11%	-2%	6%	6%	?	11	3%	7%
CCNc1ccc(C2(O)C(=O)c3ccccc3C2=O)cc1	0	-2%	-1%	6%	0%	6%	8	14%	?
Cc1ccc(C(=O)N/C(=C\c2ccccc2)C(=O)NCCN2CCOCC2)cc1	9	-7%	-6%	-3%	14%	-1%	-20	1%	1%
NC(=S)N/N=C/c1ccc(-c2ccc(Cl)c(Cl)c2)o1	21	0%	4%	?	?	0%	-11	-12%	-17%
COc1ccc(-c2nc(SC(CC(=O)NCCO)c3cccs3)n[nH]2)cc1 (stereo not given)	7	21%	0%	-6%	4%[7.66 µM]	-1%	2	21%	0%

The final 3 compounds of the section above are carried over, then new ones follow.
SMILES	IL1B secr inh	KB-3-1 cytotox	SW480 rereplic	MCF10A rereplic	GLP1R cytotox	KB-V1 cytotox	D3 ag	HT1080 IDH1KD tx	HT1080NT lethal
Cc1ccc(C(=O)N/C(=C\c2ccccc2)C(=O)NCCN2CCOCC2)cc1	9	-7%	-6%	-3%	14%	-1%	-20	1%	1%
NC(=S)N/N=C/c1ccc(-c2ccc(Cl)c(Cl)c2)o1	21	0%	4%	?	?	0%	-11	-12%	-17%
COc1ccc(-c2nc(SC(CC(=O)NCCO)c3cccs3)n[nH]2)cc1 (stereo not given)	7	21%	0%	-6%	4%[7.66 µM]	-1%	2	21%	0%
COc1ccc(CCNC(=O)CSCc2ccc(Cl)cc2)cc1OC	-7	-25%	-1%	6%	-10%	6.5µM*	1	10%	2%
CC(NC(=O)CSc1cccc(C(F)(F)F)c1)c1ccccc1 (stereo not given)	6	5%	-1%	-2%	-6%	-16%	-1	7%	6%
Cc1ccc(NC(=O)[C@H](Cc2c[nH]c3ccccc23)NC(=O)[C@@H]2Cc3ccccc3CN2)c(C)c1	-4	1.8µM*	7%	?	?	?	-6	?	?
COc1ccc([C@H]2CC(=O)C=C(c3cc(F)ccc3F)C2)cc1OC	-25	3%	-4%	6%	-5%	6%	6	-11%	-1%
CCc1ccc(C(=O)NC(Cc2c[nH]c3ccccc23)C(=O)OCC(=O)c2ccc(Br)cc2)cc1 (stereo not given)	·	2%	·	·	7%	11%	-11	·	·
Cc1c(C(C)(C)C)s/c(=N/S(=O)(=O)c2ccccc2)n1C	16	1%	-3%	-2%	10%	-19%	2	1%	8%
Cc1ccc(C(=O)Nc2c(C)cc(C)c3cccnc23)cc1	7	0%	16%	1%	13%	3%	1	-5%	5%
CC(C)NC(=O)CN1C(=O)c2cccc3cccc1c23	-3	-1%	5%	-14%	35%[activator]	20%	-1	4%	4%
CS(=O)(=O)c1ccc(Cl)c(NC(=O)c2cccc(Br)c2)c1	-4	7%	-5%	-14%	7%	?	9	9%	10%
CC1(C)SC(=S)N(/N=C/c2ccccc2O)C1N(O)C(=O)Nc1ccccc1 (stereo not given)	?	3%	?	?	-26%	0%	-1	?	18µM*
Cc1ccccc1NC(=O)Nc1ccc2nc(N3CCN(C)CC3)cc(C)c2c1	·	-3%	·	·	0%	1%	-25	·	·
CCc1cccc(NS(=O)(=O)c2ccc3c(c2)NC(=O)C(C)S3)c1 (stereo not given)	-10	0%	-13%	-30%	1%	-8%	4	-28%	-27%
C/C(=N\Nc1ccc(Cl)cc1)c1c(O)cc(C)oc1=O	8	0%	19%	?	-19%	6%	2	23µM*	?
Cc1cc(CN2C(=O)c3ccccc3C2=O)no1	3	-11%	-2%	-1%	13%[1.53 µM]	-7%	-2	0%	0%
O=C(c1ccccc1)c1ncc[nH]1	16	18%	-1%	7%	-5%	0%	7	25%	21%
CCN(CC)C(=O)C1=C(C)N(CCC2=CCCCC2)C(=O)C(CC(=O)NCCCCc2ccccc2)C1 (stereo not given)	-6	6%	·	·	-33%	0%	3	15%	-2%
O=C(CSc1ccc(Cl)cc1)N1CCCC1	-9	2%	0%	4%	-15%	3%	3	6%	12%
CCc1ccc(NC(=O)C/C(C)=N/NC(=O)OCc2ccc(OC)cc2)cc1	19	8%	-3%	-3%	4%	?	5	3%	-5%
Cn1c(=O)c2c(ncn2CC(=O)OCC(=O)c2ccc(Br)cc2)n(C)c1=O	21	0%	·	·	-19%	20%	-9	2%	10%
Cn1c(N)c(C(=O)COC(=O)CCc2ccccc2)c(=O)n(C)c1=O	32	-6%	-2%	2%	-4%	-1%	0	6%	0%
COc1ccc(NC(=O)C2CCN(C(=O)C3CC(=O)N(c4ccc(C)cc4)C3)CC2)cc1 (stereo not given)	-25	-4%	1%	-2%	8%	13%	15	-1%	0%
C[C@H](NC(=O)N1CCn2c1nc1ccccc12)C(=O)NCc1ccccc1	0	-1%	-2%	-2%	-3%	0%	1	-16%	-1%
Cc1ccccc1C(=O)Nc1nnc(S(=O)(=O)N2CCCCCC2)s1	-4	-7%	-1%	11%	-2%&-4%	5%	-4&-7	0%	-5%
Cc1ccc(F)cc1S(=O)(=O)NCc1ccc(N2CCN(C)CC2)cc1	·	-3%	3%	?	52%[activator]	-11%	-22	5%	21%
N#C/C(=C\C1CC2C=CC1C2)c1nc2ccccc2[nH]1 (stereo not given)	-17	-14%	11%	12%	1%	-12%	-6	-15%	-4%
O=C(CCc1nc2sc3c(c2c(=O)[nH]1)CCCC3)NCCOc1ccccc1	17	-5%	-5%	8%	-6%	-14%	-3	0%	13%
O=C(OC(C(=O)NCc1ccccc1)c1ccccc1)c1ccco1 (stereo not given)	-16	?	-2%	-9%	-2%	2%	4	15%	0%
Clc1ccc(-c2c[n+](Cc3ccc(Cl)cc3Cl)c3n2CCCCC3)cc1	-81*	?	12%	15%	?	12%	-6	16µM*	8.2µM*
COc1ccccc1C(=O)NCCC(=O)N(C)CC(=O)Nc1ccccc1Br	4	-1%	-6%	3%	8%	-17%	-3	-11%	0%
COc1ccc(-c2nnc(SCC(=O)N3CCc4ccccc43)o2)cc1OC	·	3%	·	·	7%	?	-2	·	·
CC(=O)c1cccc(NC(=O)c2ccc(S(=O)(=O)N3CCCC3)cc2)c1	-1	-4%	-12%	2%	0%	-23%	-6	-4%	-4%
Cn1cccc1C(=O)N1CCN(c2cccc(C(F)(F)F)c2)CC1	-13	2%	0%	7%	3%	15µM*	19	10%	4%
CSCC[C@@H](Nc1nc(-c2ccccc2)nc2c1oc1ccccc12)C(=O)O	98	-11%	12%	-14%	-17%	-10%	-17	-11%	-9%
CN(C)S(=O)(=O)c1ccc(/C(O)=C2/C(=O)C(=O)N(CCN3CCCCC3)C2c2cccnc2)cc1 (stereo not given)	0	29%	-4%	3%	-7%	18%	-4	14%	11%
COC(=O)c1ccc(C(=O)Nc2ccc3c(c2)C(=O)NC3=O)cc1	-23	14%	0%	-17%	-3%	1%	3	19%	11%
COc1ccc(/C=C/c2c(-c3ccc(OC)cc3)oc3ccccc23)cc1	-2	-8%	-4%	?	-20%	-1%	-6	1%	-3%
COc1cc(C(C)=O)ccc1OCC(O)CN1CCN(c2ccc(F)cc2)CC1 (stereo not given)	28	14%	-91%[inhibitor][1.84 µM]	17%	-6%	3%	8	0%	-14%
CCOC(=O)c1c(C)[nH]c2ccc(O)cc12	-3	15%	-6%	-1%	1%	1%	-3	16%	18%
CCOC(=O)C(=O)NC(C)c1ccccc1 (stereo not given)	-4	23%	-12%	9%	4%	?	16	-1%	1%
Cc1noc(C)c1S(=O)(=O)N(C)CC(=O)NCc1ccccc1	33	-3%	-1%	6%	4%	0%	2	14%	17%
CCc1cc2c(=O)c(-c3nc(C)cs3)coc2cc1OC(C)C(=O)NCCO (stereo not given)	-11	-3%	-10%	3%	0%	?	1	15%	18%
COc1cccc(-c2nc(Oc3cccc(C)c3C)c3ccccc3n2)c1O	22	-8%	0%	-2%	-15%	8%	0	13%	9%
COc1ccc(N(CC(O)CN2C(=O)NC(C)(C)C2=O)S(=O)(=O)c2ccc(C)cc2)cc1 (stereo not given)	-1	1%	0%	-1%	4%	?	1	2%	3%
C=CCSc1nc2c(cnn2-c2ccccc2)c(=O)n1N	·	8%	-7%	-3%	-17%	?	21	1%	2%
COc1ccccc1NC(=O)C(C)OC(=O)CCNS(=O)(=O)c1ccc(C)c(C)c1 (stereo not given)	13	8%	-9%	8%	-1%	?	-8	3%	-1%
CCOC(=O)c1cccc(NC(=O)c2ccc(NC(=O)c3ccco3)cc2)c1	-5	0%	9%	?	?	-6%	3	?	?

Source: PubChem BioAssay (National Center for Advancing Translational Sciences (NCATS))
